CRFR2-BP antag = CRF-BP/CRF-R2 complex antagonism | HEK293 CRF-R2/CRF-BP, CRF-induced calcium fluorescence | inhibition, % at 11.8 µM | 350,000 tested, 0.59% active | AID 588475;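 active = inhibition of the ligand-induced calcium signal above about 50% at the single tested concentration, limit read from the data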
CHO-K1 Ca PAM = M1 PAM counterscreen hit in parental CHO-K1 cells; ATP EC20, Fluo-8 calcium fluorescence; 0% at ATP EC20, 100% at ATP max; activation, % at 3 µM; 360,000 tested, 0.02% active; AID 602247;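 active = activation above the run cutoff, the mean activation of all test compounds plus 3 SD, cut at about 40% in these data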;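 note: peak over basal fluorescence ratio in a 140 s read after ATP addition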
TAAR1 ag = human TAAR1 agonism; activation, % at 3 µM; Q96RJ0; CHO RD-HGA16 TAAR1, Fluo-8 calcium fluorescence; vehicle wells 0%, saturating PEA agonist 100%; 360,000 tested, 0.99% active; AID 624467;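 active = activation above the mean activation of all test compounds in the run plus 3 SD, cut at about 38% in these data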
Target sequence (Q96RJ0 whole entry, looked up): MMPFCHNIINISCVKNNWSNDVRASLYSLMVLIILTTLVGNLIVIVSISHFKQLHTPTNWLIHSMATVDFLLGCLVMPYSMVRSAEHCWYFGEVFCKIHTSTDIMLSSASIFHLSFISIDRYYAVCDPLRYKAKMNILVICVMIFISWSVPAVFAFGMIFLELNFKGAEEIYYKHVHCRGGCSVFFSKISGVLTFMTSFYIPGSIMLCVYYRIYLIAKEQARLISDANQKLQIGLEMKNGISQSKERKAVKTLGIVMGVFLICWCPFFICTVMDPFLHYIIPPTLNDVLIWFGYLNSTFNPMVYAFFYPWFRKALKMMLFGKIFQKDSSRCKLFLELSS
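Test system: RD-HGA16 (CHO) cells co-expressing Gα16 and hTAAR1 | Doses: Single dose, 3 µM | Schedule: 17-24 h seeding, 75 min 37 °C dye, 30 min RT | Evaluation: % activation from peak over basal fluorescence ratio, DMSO-to-PEA scaled | Technique: Kinetic Fluo-8 calcium fluorescence | Benchmarks: Low control DMSO, high control PEA (EC100)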
CRFBP-R2 agonist = CRF-BP/CRF-R2 complex agonism | AID 588473 | HEK293 CRF-R2/CRF-BP, calcium dye fluorescence (FLIPR); percent of saturating CRF peptide response | 350,000 tested, 0.46% active | activation, % at 13.2 µM;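 active = activation of at least 50%, plus an integration ratio under a set limit after plate pattern correction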;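 note: plate controls were neutral control wells without compound for no effect and CRF at EC100 for full effect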
TAAR1 antagonist = human TAAR1 antagonism. CHO RD-HGA16 TAAR1, Fluo-8 calcium fluorescence, antagonist. inhibition, % at 3 µM. 360,000 tested, 1.5% active;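 active = inhibition above a per-plate cutoff, the mean inhibition of test compounds on that plate plus 3 SD, cut at about 49% in these data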;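 note: 0% = DMSO plus EC80 beta-PEA response and 100% = DMSO alone without agonist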
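Test system: hTAAR1-expressing CHO RD-HGA16 cells, Gα16-coupled; Probe or stimulus: EC80 β-phenethylamine stimulus; Compound dosing: single nominal final test compound concentration of 3 µM; Timing: 140 s kinetic read after compound, 140 s after agonist; Signal: Fluo-8 calcium-sensitive fluorescence; Measure: % inhibition of agonist calcium response; Controls: DMSO and EC80 PEA controls.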
CHRM5 PAM = potentiates acetylcholine response at human M5 receptor. 360,000 tested, 0.3% active. P08912. AID 624038. CHO-K1 hM5, Fluo-8 calcium, ACh EC20 PAM; 0% = ACh EC20, 100% = ACh EC100. activation, % at 3 µM;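 active = activation above the run cutoff, the mean activation of all test compounds plus 3 SD, cut at about 18% in these data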
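System – CHO-K1 hM5 cells · Compound – 3 µM, single dose · Incubation – compound preincubation 140 s before EC20 acetylcholine addition · Technique – Fluo-8 calcium fluorescence · Measure – Max/basal fluorescence ratio as % of EC20–EC100 ACh window · Benchmarks – low control EC20 acetylcholine (0%), high control EC100 acetylcholine (100%) · Replication – singlicate, one well per test compound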
M5 antag = blocks acetylcholine activation of human M5 receptor; P08912; CHO-hM5 cells, Fluo-8 calcium fluorescence, ACh EC80; inhibition, % at 3 µM; 360,000 tested, 0.59% active; AID 624040;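 active = inhibition above a per-plate cutoff, the mean of that plate's test compounds plus 3 SD, cut at about 27% in these data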;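 note: 0% = acetylcholine EC80 with DMSO and 100% = DMSO without agonist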
CHRM4 PAM = positive allosteric modulators of human muscarinic M4 receptor; activation, % at 3 µM; CHO-K1 hM4/Gqi5, Fluo-8 calcium fluorescence, ACh EC20; 0% = ACh EC20, 100% = maximal ACh; P08173; 360,000 tested, 0.4% active;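 active = activation above its plate's cutoff, the mean activation of sample wells plus 3 SD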; note: some results filed as inactive read as strong as hits
Target sequence (P08173 whole entry, looked up): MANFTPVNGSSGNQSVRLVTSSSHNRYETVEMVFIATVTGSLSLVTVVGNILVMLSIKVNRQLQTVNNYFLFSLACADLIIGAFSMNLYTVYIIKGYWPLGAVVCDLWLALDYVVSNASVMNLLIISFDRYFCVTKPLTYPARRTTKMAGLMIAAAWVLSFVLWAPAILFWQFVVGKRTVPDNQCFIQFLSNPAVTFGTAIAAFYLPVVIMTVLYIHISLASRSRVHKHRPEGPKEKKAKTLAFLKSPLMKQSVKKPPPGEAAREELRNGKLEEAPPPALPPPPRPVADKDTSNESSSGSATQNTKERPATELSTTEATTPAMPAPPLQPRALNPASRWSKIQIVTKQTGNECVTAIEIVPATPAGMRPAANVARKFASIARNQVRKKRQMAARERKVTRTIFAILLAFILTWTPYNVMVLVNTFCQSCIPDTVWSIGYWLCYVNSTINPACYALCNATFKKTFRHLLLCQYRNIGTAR
CHRM5 agonist = agonists of human muscarinic M5 receptor (CHRM5) | P08912 | CHO-K1 hM5 cells, Fluo-8 calcium fluorescence; 0% DMSO wells, 100% maximal acetylcholine response | activation, % at 3 µM | 360,000 tested, 0.19% active | AID 624037;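 active = activation above the run's mean over test compounds plus 3 SD, cut at about 23% in these data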;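 note: signal is peak over basal fluorescence ratio across the kinetic read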
Starred values were filed as active, the others as inactive; / = not tested or not shown. An unsorted share of the library; about 4.2% have a hit in one of these screens.

[1] COc1ccccc1NC(=O)Nc1ncccc1C
[2] COc1ccc(C(=O)NNC(=O)CSc2nnc(COc3ccc4ccccc4c3)n2C)cc1
[3] N#CCSc1ccccc1NC(=O)COC(=O)CCN1C(=O)C2CC=CCC2C1=O (stereo not drawn)
[4] CCOc1ccccc1OCC(=O)Nc1cccc(S(=O)(=O)N2CCCCCC2)c1
[5] COc1ccc(C(=O)Nc2ccccc2C(=O)Nc2cc(C)ccn2)cc1
[6] Fc1ccc(Nc2nc(-c3cccnc3)cs2)cc1
[7] C=CCNC(=O)C1CCCN(S(C)(=O)=O)C1 (stereo not drawn)
[8] CCN(CC(=O)Nc1ccc(OC)cc1)CC(=O)Nc1cccc(S(=O)(=O)N2CCOCC2)c1

assay / entry	1	2	3	4	5	6	7	8
CRFR2-BP antag	15	1	3	0	-1	1	15	-4
CHO-K1 Ca PAM	-2	-2	13	-8	22	19	18	-4
TAAR1 ag	1	44*	2	4	-2	-3	7	1
CRFBP-R2 agonist	-4.8	6.4	-3.1	1.6	-6.1	-0.6	4.7	-1.3
TAAR1 antagonist	-1	-2	-7	58*	17	-7	-9	-21
CHRM5 PAM	-10	5	-3	-20	-8	3	3	-3
M5 antag	4	8	9	18	5	-3	4	1
CHRM4 PAM	1	14	3	-10	-4	7	14	-2
CHRM5 agonist	-3	-1	2	0	-4	-15	2	1

[9] COC(=O)c1cc(OC)c(OC)cc1NC(=O)c1ccccc1C
[10] Cc1ccc(C(=O)Nc2nc3ccc(S(C)(=O)=O)cc3s2)o1
[11] COCc1cc(=O)[nH]c(Nc2nc(C)c3ccccc3n2)n1
[12] CCOC(Cn1ccc(=O)[nH]c1=O)OCC
[13] COC(=O)C(C)n1nnc2sc(-c3ccccc3)cc2c1=O (stereo not drawn)
[14] Nc1cc(C(=O)OCC(=O)NCc2ccco2)ccc1Cl
[15] CN1CCN(c2ccc(-c3ccc4ccccc4n3)cc2)CC1
[16] CCCCCCN1CCN(C2CN(CCCC)S(=O)(=O)C2)CC1 (stereo not drawn)

assay / entry	9	10	11	12	13	14	15	16
CRFR2-BP antag	-11	-2	11	4	22	1	-27	/
CHO-K1 Ca PAM	20	9	-1	18	7	26	11	3
TAAR1 ag	-1	4	7	2	2	4	10	2
CRFBP-R2 agonist	-1.3	0.7	-2.6	2.0	-1.5	-3.8	3.9	/
TAAR1 antagonist	-2	7	4	-10	-8	10	-26	-6
CHRM5 PAM	-3	-2	1	0	-3	0	6	-6
M5 antag	6	-4	-1	9	8	-2	7	1
CHRM4 PAM	1	3	2	8	2	-5	6	-9
CHRM5 agonist	-2	2	0	-3	4	-2	-6	-6

Another view of 6 compounds above:
No.	Structure	CRFR2-BP antag	CHO-K1 Ca PAM	TAAR1 ag	CRFBP-R2 agonist	TAAR1 antagonist	CHRM5 PAM	M5 antag	CHRM4 PAM	CHRM5 agonist
10	Cc1ccc(C(=O)Nc2nc3ccc(S(C)(=O)=O)cc3s2)o1	-2	9	4	0.7	7	-2	-4	3	2
16	CCCCCCN1CCN(C2CN(CCCC)S(=O)(=O)C2)CC1 (stereo not drawn)	/	3	2	/	-6	-6	1	-9	-6
9	COC(=O)c1cc(OC)c(OC)cc1NC(=O)c1ccccc1C	-11	20	-1	-1.3	-2	-3	6	1	-2
13	COC(=O)C(C)n1nnc2sc(-c3ccccc3)cc2c1=O (stereo not drawn)	22	7	2	-1.5	-8	-3	8	2	4
14	Nc1cc(C(=O)OCC(=O)NCc2ccco2)ccc1Cl	1	26	4	-3.8	10	0	-2	-5	-2
12	CCOC(Cn1ccc(=O)[nH]c1=O)OCC	4	18	2	2.0	-10	0	9	8	-3

The list goes on.
[17] O=C(Nc1ccc(Cl)cn1)c1cccc2ccccc12
[18] C=CCOCCn1[nH]c2ccccc2c1=O
[19] CC1(C)CC(NC(=O)c2cccc3ccccc23)CC(C)(C)N1
[20] C=CCn1c(SCc2nc3ccccc3nc2C)nnc1-c1ccoc1C
[21] Fc1cccc(Cc2c(C3CCCCC3)nc3ccc(Cl)cn23)c1
[22] O=C(CN1C(=O)COc2ccccc21)Nc1ccccc1F
[23] CN(CCC#N)c1ccc(C=C(C#N)c2ccc(Br)cc2)cc1
[24] O=S(=O)(c1ccccc1)c1nc(-c2ccc(Cl)cc2)oc1NCCCN1CCOCC1

assay / entry	17	18	19	20	21	22	23	24
CRFR2-BP antag	-11	5	4	-3	/	1	-4	-5
CHO-K1 Ca PAM	19	23	2	-1	-8	15	16	-4
TAAR1 ag	0	2	6	23	2	-1	1	4
CRFBP-R2 agonist	-2.3	-2.4	-1.8	0.8	/	-0.4	1.6	0.5
TAAR1 antagonist	4	3	-3	11	-4	11	10	-17
CHRM5 PAM	13	2	8	-3	-10	-3	-1	1
M5 antag	-12	10	3	0	8	5	-1	2
CHRM4 PAM	4	10	8	11	-11	7	-5	4
CHRM5 agonist	4	3	-4	0	-2	0	1	3

[25] CSc1cccc(NC(=S)N(CCN(C)C)C(C)c2ccncc2)c1 (stereo not drawn)
[26] O=C1Nc2cc(Cl)cnc2N2CCCC12 (stereo not drawn)
[27] CC1=C(C(N)=O)C(c2ccc(C)o2)C(C(N)=O)=C(C)N1
[28] Cc1csc2c(N(C)CCO)ncnc12
[29] CC1(C)OCC(CNC(=O)c2[nH]c(C(F)(F)F)nc2-c2ccccc2)O1 (stereo not drawn)
[30] CCn1c(CNC(=O)c2cccs2)nnc1SCC(=O)Nc1cc(Cl)ccc1C
[31] CCOc1ccccc1-n1c(COc2ccccc2)nnc1SCC(N)=O
[32] O=C(Nc1ccc2c(c1)C(=O)NC2=O)c1cccc(Cl)c1

assay / entry	25	26	27	28	29	30	31	32
CRFR2-BP antag	10	-3	4	5	/	-13	-14	6
CHO-K1 Ca PAM	11	-4	21	-1	6	-11	13	-13
TAAR1 ag	0	0	7	0	2	8	12	1
CRFBP-R2 agonist	0.2	6.6	2.2	-1.2	/	2.3	-2.5	-1.6
TAAR1 antagonist	7	-10	-2	-9	-12	14	23	3
CHRM5 PAM	0	-8	8	-5	0	1	3	-9
M5 antag	7	2	-7	7	2	-9	-5	7
CHRM4 PAM	3	-6	4	-13	16	1	12	-1
CHRM5 agonist	2	0	-5	0	0	1	0	2

[33] COc1ccc(-c2csc(N(CC3CCCO3)C(=O)c3ccccc3)n2)cc1 (stereo not drawn)
[34] COc1cc(NS(=O)(=O)c2ccc(NS(=O)(=O)c3ccc(NC(C)=O)cc3)cc2)nc(OC)n1
[35] CC(C)(C)NC(=O)CN(C(=O)Cn1nnc(-c2ccccc2F)n1)c1cccc2c1CCCC2
[36] O=C(CNC(=O)c1ccc(Cl)cc1)c1ccc(Cl)cc1
[37] COc1cccc(NC(=O)c2cccc(OC)c2OC)c1
[38] Cc1nnc2n(-c3ccccc3)c(=O)c3c4c(sc3n12)COC(C)(C)C4
[39] CCN(CC)c1ccc(C(=O)OCC(=O)Nc2sccc2C#N)cc1
[40] COc1cccc(/C=C2/C(=O)NN(c3ccc(F)cc3)C2=O)c1

assay / entry	33	34	35	36	37	38	39	40
CRFR2-BP antag	6	6	-20	-2	3	-8	-35	-78
CHO-K1 Ca PAM	16	3	14	0	9	8	4	5
TAAR1 ag	10	-1	7	3	0	13	2	21
CRFBP-R2 agonist	0.8	-1.4	-1.3	0.7	-0.2	0.0	4.7	6.3
TAAR1 antagonist	-19	-8	4	-14	3	-22	3	-5
CHRM5 PAM	-1	7	-3	-2	-4	-1	-13	-6
M5 antag	-3	1	2	7	5	-6	9	8
CHRM4 PAM	0	-7	15	0	5	3	1	1
CHRM5 agonist	0	-3	8	-5	-7	-2	-3	2

[41] CN(C)c1ccc(N=Nc2ccccc2C(=O)OCC(=O)N(C)c2ccccc2)cc1
[42] CCc1cc(=O)[nH]c(SC/C=C/c2ccccc2)n1
[43] CCc1noc(C)c1C(=O)Nc1nc2c(F)cc(F)cc2s1
[44] CCCCNC(=O)N1CCN(S(C)(=O)=O)CC1
[45] Cc1cccc(NC(=O)c2ccc3c(c2)CCN3S(C)(=O)=O)c1C
[46] CCCc1cc(=O)oc2cc(C)cc(OC(C)C(=O)N[C@@H](Cc3c[nH]c4ccccc34)C(=O)O)c12 (stereo partly drawn)
[47] Cc1ccccc1OC(=O)c1cccc(S(=O)(=O)N2CCN(C)CC2)c1
[48] COc1ccc(NC(=O)c2sc3nc(Cc4ccccc4)cc(C(F)(F)F)c3c2N)cc1OC

assay / entry	41	42	43	44	45	46	47	48
CRFR2-BP antag	-3	5	-7	-19	-12	0	10	-36
CHO-K1 Ca PAM	12	0	14	-7	10	19	-13	17
TAAR1 ag	17	/	7	0	5	/	3	5
CRFBP-R2 agonist	9.0	-0.5	10	-0.8	0.1	3.5	-1.9	4.9
TAAR1 antagonist	62*	/	-14	-1	4	/	-13	-14
CHRM5 PAM	-18	2	-1	-3	-5	6	5	-1
M5 antag	27	-13	6	-8	7	1	-5	2
CHRM4 PAM	-14	4	2	-3	7	1	9	4
CHRM5 agonist	6	5	1	0	3	3	4	1

[49] CCOC(=O)c1cn(CC)c2ccc(S(=O)(=O)N3CC(C)CC(C)C3)cc2c1=O (stereo not drawn)
[50] Cc1ccc(C(=O)COC(=O)CCC(=O)NC2CCCCC2)cc1C
[51] O=C(CSc1nnc(CNC(=O)c2ccco2)o1)Nc1ccc(F)cc1
[52] COc1cc(OC)cc(-c2cc3ccccc3c(=O)o2)c1
[53] CCOC(=O)NNS(=O)(=O)c1cc(Br)ccc1Br
[54] Cc1ccc(CNC(=O)CN(C)S(=O)(=O)c2cnc[nH]2)cc1
[55] COc1ccc(NS(=O)(=O)c2cc(NC(=O)c3ccc(S(=O)(=O)N(C)C)cc3)ccc2N2CCOCC2)cc1
[56] COc1ccc(/C=C(/NC(=O)/C=C/c2ccccc2)C(=O)NCCCCCC(=O)O)cc1
[57] CCOC(=O)CCNC(=O)Nc1cc2nc(C)n(Cc3cccc(Cl)c3)c2nc1C
[58] c1coc(-c2nc3nc4ccccc4nc3n2CC2CCCO2)c1 (stereo not drawn)

assay / entry	49	50	51	52	53	54	55	56	57	58
CRFR2-BP antag	11	-3	-4	3	30	20	-5	-4	-7	-15
CHO-K1 Ca PAM	18	0	29	2	6	8	6	-4	14	-6
TAAR1 ag	0	5	2	-1	9	0	2	1	0	13
CRFBP-R2 agonist	-0.6	-0.6	0.2	0.5	-1.0	0.2	0.2	-0.8	2.7	16
TAAR1 antagonist	7	7	-8	-25	-11	-5	25	-10	-4	29
CHRM5 PAM	-2	5	-2	1	-7	0	-7	4	8	-8
M5 antag	6	-7	7	-6	11	-2	9	-1	1	4
CHRM4 PAM	10	-1	2	2	2	6	-6	6	0	-1
CHRM5 agonist	0	0	-4	1	-1	-3	-1	-2	-5	3

Screening results (PubChem BioAssay)
